RXFP1 ag – RXFP1 (human) receptor agonism; Q9HBX9; HEK293T-RXFP1 cAMP TR-FRET, 30 min; response scale: percent of porcine relaxin response, buffer zero; Potency, µM (series often up to 57.5 µM), for inactives: top-dose activation, actives largely listed as activators; actives 0.3% (n = 370,000); AID 2676; note: % is set by controls: 0 for no effect and ±100 for the full control effect; nearly all actives have a fitted effect of over 60% in size; many of its hits are not listed in these tables
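Agonist response is measured as cAMP accumulation in an RXFP1-transfected HEK293T line under PDE4 inhibition. Values are scaled between buffer-only and 29 nM porcine relaxin, and EC50s come from standard Hill equation fits.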
rTrxR1 inhibitor – blocks rat thioredoxin reductase 1. AID 588453. Potency, µM (highest dose often 114 µM), for the others: at the top dose activity change, negative = inhibition, usual class: inhibitors. recombinant rTrxR1, NADPH fluorescence consumption, selenite substrate. O89049. actives 1% (n = 390,000); note: % is set by controls: 0 for no effect and ±100 for the full control effect; nearly all actives have a fitted effect of over 65% in size
Target sequence (O89049 whole entry, looked up): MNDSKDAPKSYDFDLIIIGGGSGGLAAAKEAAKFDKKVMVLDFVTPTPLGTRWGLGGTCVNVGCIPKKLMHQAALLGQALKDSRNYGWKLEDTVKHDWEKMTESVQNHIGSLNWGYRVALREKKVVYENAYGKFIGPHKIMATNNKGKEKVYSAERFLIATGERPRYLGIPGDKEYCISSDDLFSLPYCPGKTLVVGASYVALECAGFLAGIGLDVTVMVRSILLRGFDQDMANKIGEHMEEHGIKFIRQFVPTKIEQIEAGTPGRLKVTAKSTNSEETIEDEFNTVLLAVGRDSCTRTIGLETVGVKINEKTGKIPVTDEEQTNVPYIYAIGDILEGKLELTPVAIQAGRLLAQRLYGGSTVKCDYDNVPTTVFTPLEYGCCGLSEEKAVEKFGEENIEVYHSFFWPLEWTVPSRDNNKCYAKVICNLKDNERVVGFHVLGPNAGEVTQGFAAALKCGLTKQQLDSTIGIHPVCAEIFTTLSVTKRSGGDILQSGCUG
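Rat TrxR1 (90 nM in the dispensed reagent) was pre-reduced with 400 uM NADPH for 5 min at room temperature, then incubated with compound for 15 min. After 400 uM selenite was added, NADPH fluorescence (Ex 340/Em 450 nm) was followed for 8 min.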
TrxR1 substrate – substrates of rat thioredoxin reductase 1; O89049; purified TrxR1 substrate turnover, NADPH consumption readout; Potency, µM (top dose mostly 114 µM), inactives show at the top dose activity change, negative = substrate turnover; actives 0.01% (n = 390,000); note: % is set by controls: 0 for no effect and ±100 for the full control effect; nearly all actives have a fitted effect of over 50% in size
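Rat TrxR1, dispensed at 90 nM, was prereduced with 400 uM NADPH (final) for 5 min at ~22 deg C, then incubated with compound 15 min before 400 uM selenite. A first-read NADPH fluorescence drop versus no-compound background flagged substrates.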
Vif-A3G inh – Vif-A3G binding inhibition. Potency, µM (top dose mostly 46.1 µM), without a hit: top-dose activity, negative = active, hits mostly inhibitors. AID 602310. actives 0.076% (n = 410,000). HeLa A3G-eYFP + Vif (tagged APOBEC3G with the HIV-1 protein that degrades it), YFP fluorescence, overnight. Q9HC16;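 note: % is set by controls: 0 for no effect and ±100 for the full control effect; nearly all actives have a fitted effect of over 60% in size; hits raise eYFP signal because A3G escapes Vif-driven loss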
Target sequence (Q9HC16 whole entry, looked up): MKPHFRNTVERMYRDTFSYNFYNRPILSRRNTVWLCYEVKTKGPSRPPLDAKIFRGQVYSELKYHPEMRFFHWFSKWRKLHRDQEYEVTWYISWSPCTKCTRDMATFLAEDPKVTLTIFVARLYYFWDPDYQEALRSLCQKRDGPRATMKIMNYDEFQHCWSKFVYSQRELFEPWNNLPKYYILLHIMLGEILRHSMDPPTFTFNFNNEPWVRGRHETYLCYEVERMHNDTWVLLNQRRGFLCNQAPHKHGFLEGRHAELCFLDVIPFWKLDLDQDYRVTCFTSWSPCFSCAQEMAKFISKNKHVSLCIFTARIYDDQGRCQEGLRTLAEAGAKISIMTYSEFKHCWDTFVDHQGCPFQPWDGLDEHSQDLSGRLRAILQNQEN
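HeLa cells stably expressing Vif and C-terminally eYFP-tagged A3G, seeded overnight at 37 deg C, then exposed to compound by pintool overnight at 37 deg C. Rise in yellow fluorescence (Ex 488/Em 500-530, Acumen) marks blocked Vif-driven A3G degradation.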
ALOX12 inh – inhibitors of human 12S-lipoxygenase ALOX12; Potency, µM (series often up to 108 µM), without a hit: at the top dose activity change, negative = inhibition, usual class: inhibitors; actives 1.1% (n = 580,000); P18054; purified 12hLO, xylenol orange hydroperoxide absorbance; note: % is set by controls: 0 for no effect and ±100 for the full control effect
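Purified human 12hLO at 150 nM in 25 mM Hepes, 0.01% Triton X-100, pH 7.0, preincubated 15 min at room temperature with compound. Reaction started with 40 uM arachidonic acid, 30 min at room temperature. Hydroperoxide measured by Fe-xylenol orange, 573/405 nm absorbance ratio.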
USP1-UAF1 inh – inhibitors of human USP1/UAF1 deubiquitinase | AID 743255 | actives 0.23% (n = 390,000) | Potency, µM (doses to about 57.1 µM), inactives show at the highest dose activity change, negative = inhibition, hits mostly inhibitors | O94782 | recombinant USP1/UAF1, Ub-Rhodamine cleavage fluorescence; note: % is set by controls: 0 for no effect and ±100 for the full control effect; nearly all actives have a fitted effect of over 60% in size; inactives centre near -12
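1 nM enzyme complex + cpd, 15 min RT; start with Ub-Rho 150nM final; kinetic fluorescence ex 480/em 540, 6 reads q60 s. Buffer 50mM HEPES pH 7.8, 0.5mM EDTA, 0.1 mg/ml BSA, 1mM TCEP, 0.01% Tween-20.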
IDH1 R132H inh – inhibitors of human mutant IDH1 R132H; Potency, µM (highest dose often 76.6 µM), inactives show at the highest dose activity change, negative = inhibition, most hits filed as inhibitors; O75874; actives 0.093% (n = 390,000); IDH1-R132H enzyme, NADPH consumption, diaphorase/resazurin fluorescence; note: % is set by controls: 0 for no effect and ±100 for the full control effect; nearly all actives have a fitted effect of over 65% in size
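IDH1-R132H (0.5 ug/mL dispensed) in pH 7.5 Tris buffer was preincubated 30 min with compound, then given a substrate mix of 0.016 mM NADPH and 2 mM alpha-KG for 80 min at room temperature; remaining NADPH was read by diaphorase/resazurin fluorescence.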
Vif-A3F inh – blocks the Vif interaction with APOBEC3F. actives 0.2% (n = 390,000). HeLa A3F-eYFP + Vif (tagged APOBEC3F with the HIV-1 protein that degrades it), YFP fluorescence increase. Potency, µM (highest dose often 46.1 µM), for the others: at the highest dose activity, negative = active; note: % of control where 0% means no effect; nearly all actives have a fitted effect of over 65% in size
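HeLa cells stably expressing Vif plus C-terminally eYFP-tagged A3F were seeded, incubated overnight at 37 deg C, dosed with compound, incubated overnight again at 37 deg C. Yellow fluorescence (Ex 488/Em 500-530) reported blocked Vif-mediated A3F-eYFP degradation.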
RGS4 inh – blocks human RGS4-accelerated GTP hydrolysis | P49798 | Transcreener GDP fluorescence polarization, RGS4-accelerated GTP hydrolysis | Potency, µM (titrated, usually from 114 µM), inactives show top-dose activity change, negative = inhibition, actives largely listed as inhibitors | actives 0.039% (n = 390,000) | AID 504845; note: % is set by controls: 0 for no effect and ±100 for the full control effect; nearly all actives have a fitted effect of over 75% in size; some results filed as inactive show a strong effect at the top dose
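MLSMR compounds (23 nl, pin-transferred) preincubated 10 min at room temperature with a 500nM (2x) first reagent, then RGS4 at 900nM (2x) plus Transcreener GDP mix added; fluorescence polarization (620/688 nm) read before and after 90 min at 30 °C.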
* marks the source's active call; other numbers are inactive results; ? = inconclusive; · = not tested or not shown; [ ] = another dose, or the depositor's remark. Calls come from the whole dose curve; as a rule, active = well fitted curve in the direction sought with a large enough effect; inconclusive = small, poorly fitted or top-dose-only effect, or another doubt; inactive = no such curve, though single readings can be large; an effect the other way counts as inactive or inconclusive. Potency is the fitted concentration of half-maximal effect. An excerpt; the hit share may differ from the screen's.

smiles	RXFP1 ag	rTrxR1 inhibitor	TrxR1 substrate	Vif-A3G inh	ALOX12 inh	USP1-UAF1 inh	IDH1 R132H inh	Vif-A3F inh	RGS4 inh
O=C(Cn1cnc2ccccc21)Nc1ccc2c(c1)OCCCO2	0.3%	12.0%	9.4%	-0.4%	0.0%	-14.5%	2.0%	4.8%	-16.5%
CS(=O)(=O)N(CC(=O)NCC1CCCO1)c1cccc(Cl)c1 (stereo not given)	-2.8%	24.4%	10.7%	-4.2%	0.6%	-4.2%	10.5%	0.3%	3.4%
C=CCn1c(Sc2nnc(C)s2)nc2c1c(=O)[nH]c(=O)n2C	1.5%	-9.5%[57.1 µM]	-5.5%[57.1 µM]	-2.4%	0.9%	-12.3%	-7.8%	1.8%	-29.9%
CCOC(=O)C1C(=O)NC(N2CCCCC2)=NC1c1ccco1 (stereo not given)	-1.0%	11.8%	2.4%[57.1 µM]	-0.2%	0.0%	6.2%	0.3%	-4.3%	19.5%
CC(=O)c1sc(Nc2cccc(C)c2)nc1C	7.6%	-13.1%	-9.9%	-8.9%	-7.9%	-19.1%	8.2%	?	-16.9%
COc1cc(OC)c(NC(=O)NC(C)c2c(-n3cccc3)sc(C)c2C)cc1Cl (stereo not given)	-0.4%	-1.9%	-12.0%	·	?	?	·	·	5.3%
Nc1cc(=O)[nH]c(SCC(=O)Nc2cc(Cl)cc(Cl)c2)n1	2.7%	11.4%	-3.6%	1.3%	?	-5.3%	4.7%	-24.1%	-4.5%
CC(=O)c1cccc(S(=O)(=O)N2CCC(C(=O)OC3CCOC3=O)CC2)c1 (stereo not given)	1.0%	16.1%	-0.8%	-7.4%	0.6%	-9.4%	-13.4%	-8.4%	-4.1%
Cc1cc(C)cc(N(CC(=O)N2CCN(c3ccccc3)CC2)S(=O)(=O)c2c(C)noc2C)c1	0.1%	28.8%	7.8%	3.3%	3.0%	-31.4%	9.8%	5.6%	?
CC(C)(C)[C@H]1COC(=O)[C@H](NC(=O)OCC2c3ccccc3-c3ccccc32)C/C=C\C[C@@H](CC(=O)N(CCO)Cc2ccccc2)C(=O)N1	·	-6.5%	-5.3%	-9.0%	?	4.1%	0.7%	-0.3%	16.7%
CSCCC(NS(=O)(=O)c1ccccc1F)C(=O)NCc1ccncc1 (stereo not given)	0.0%	9.7%[57.1 µM]	0.5%[57.1 µM]	2.8%	1.1%	-16.1%	-9.5%	?	-4.3%
CCOc1ccc(-c2cc(C(=O)NN=C3CCN(C)CC3)[nH]n2)cc1	1.0%	13.6%[57.1 µM]	-6.4%[57.1 µM]	0.9%	7.4%	2.6%	12.3%	2.8%	4.7%

smiles	RXFP1 ag	rTrxR1 inhibitor	TrxR1 substrate	Vif-A3G inh	ALOX12 inh	USP1-UAF1 inh	IDH1 R132H inh	Vif-A3F inh	RGS4 inh
O=C(NCC1CCCO1)c1cccc(NC(=O)c2ccc(Br)cc2)c1 (stereo not given)	3.4%	6.6%	-3.2%	-1.1%	2.6%	-26.1%	11.1%	4.1%	15.0%
O=C(Nc1ccc(F)c(Cl)c1)C1CCCCC1	3.2%	21.7%	5.5%	0.2%	2.7%	-30.5%	8.2%	7.0%	-12.3%
CCCCOc1ccc(NS(=O)(=O)c2ccc(-n3cnnn3)cc2)cc1	-1.5%	19.9%	0.9%	-0.8%	11.2%	-6.8%	-8.3%	1.9%	11.0%
CCN(C(=O)COC(=O)/C=C/c1cccc(Br)c1)C1CCS(=O)(=O)C1 (stereo not given)	-0.6%	7.0%	0.7%	2.3%	-8.1%	1.6%	-1.8%	2.4%	9.5%
CCOC(=O)C1CCN(C(=O)COc2cc(C)c(Br)c(C)c2)CC1	2.9%	4.7%	-4.4%	-2.1%	-1.7%	-16.7%	11.4%	-5.1%	-17.8%
Cc1cc(OC(C)C(=O)NCC2CCC(C(=O)O)CC2)c2c(C)c(C)c(=O)oc2c1 (stereo not given)	26.5%	-7.2%	191.7%[activator]	2.3%	-1.0%	-18.1%	-6.5%	-2.4%	-8.4%
CCCCOC(=O)c1ccc(NC(=O)c2cc(=O)c3ccccc3o2)cc1	15.4%	18.6%	38.3%[activator]	-1.4%	1.4%	-11.8%	5.8%	-4.2%	13.6%
CCOC(=O)C(Cc1c[nH]c2ccccc12)NC(=O)COc1ccc(CC)cc1 (stereo not given)	0.9%	14.8%	5.3%	-2.5%	-24.6%	-19.1%	0.0%	-1.6%	-6.1%
CC1CCN(S(=O)(=O)c2cc3c4c(c2)CCN4C(=O)CC3)CC1	2.9%	-16.7%	-4.3%	-6.3%	?	-7.6%	3.9%	8.1%	-31.3%
CCCSC1=NC2(CCN(C(=O)NC3CCCCC3)CC2)N=C1c1ccc(OC)cc1	-0.2%	8.0%	-6.0%	-3.5%	-19.5%	-3.1%	-9.7%	0.0%	3.6%
CNCC(=O)Nc1ccc(OC(F)(F)F)cc1	3.2%	25.5%[57.1 µM]	7.3%[57.1 µM]	3.6%	152.6%[activator]	-9.7%	1.4%	8.5%	-24.5%
CCNC(=S)NNC(=O)c1cc(-c2cccc(OCC)c2)nc2ccccc12	1.0%	-2.7%	-4.0%	1.6%	-14.0%	-2.5%	0.8%	-6.8%	-25.4%

smiles	RXFP1 ag	rTrxR1 inhibitor	TrxR1 substrate	Vif-A3G inh	ALOX12 inh	USP1-UAF1 inh	IDH1 R132H inh	Vif-A3F inh	RGS4 inh
O=C(CC(=O)NC1CCCCC1)N/N=C/c1ccccc1[N+](=O)[O-]	7.2%	1.0%	-4.9%	3.2%	-17.8%	-17.6%	-2.6%	0.5%	0.5%
CS(=O)(=O)N(CC(=O)N/N=C/c1cccc2c1OCCO2)c1ccccc1Br	4.0%	10.3%	40.0%[activator]	-0.1%	6.6%	-18.5%	3.3%	-1.2%	-23.2%
CCCn1c(SCC(=O)NCc2ccc(Cl)cc2)n[nH]c1=O	-0.6%	8.1%[57.1 µM]	3.8%[57.1 µM]	0.4%	-5.7%	-44.6%	1.5%	1.9%	12.8%
Cc1c(C)c2ccc(OCC(=O)Nc3ccccn3)c(C)c2oc1=O	?	26.2%	19.0%	4.3%	-10.4%	-23.6%	4.7%	4.1%	-20.0%
CCOc1ccc(C(=O)NCC(=O)NCC(c2cccs2)N2CCOCC2)cc1 (stereo not given)	0.9%	0.4%[57.1 µM]	1.5%[57.1 µM]	-0.1%	-17.4%	-11.3%	-0.1%	1.2%	-12.5%
O=C(Oc1cccc(-n2cnnn2)c1)c1ccccc1	3.2%	13.4%[57.1 µM]	3.4%[57.1 µM]	-0.3%	0.0%	-13.6%	-5.5%	15.6%	?
Cc1ccc(Sc2ncnc3onc(C)c23)c(C)c1	0.5%	23.7%	6.8%[0.0914 µM]	-1.9%	0.0%	-6.2%	0.4%	-5.6%	11.5%
Cc1ccnc(NC(=O)c2cc3ccccc3o2)c1	-0.6%	-1.9%	-9.0%	1.0%	2.1%	-4.0%	9.2%	1.0%	-3.3%
O=C1CC(c2ccccc2)n2nc(NC(=O)C3CCCO3)nc2N1 (stereo not given)	0.0%	-4.3%	-0.8%	-1.3%	-0.8%	-17.0%	0.9%	6.3%	-1.0%
COc1ccc(S(=O)(=O)N(Cc2cc3cc(C)ccc3[nH]c2=O)CC2CCCO2)cc1 (stereo not given)	0.3%	5.9%[57.1 µM]	11.1%	-4.0%	-25.0%	-10.5%	1.9%	-1.7%	-11.6%
CN(C1=C(NC(=O)c2ccc(Cl)cc2)C(=O)c2ccccc2C1=O)c1ccccc1	-3.5%	5.2%	-6.4%	-5.1%	7.8%	-9.5%	3.9%	-3.0%	-12.6%
Cn1cnnc1SCC(=O)NC1CCCc2ccccc21 (stereo not given)	0.0%	19.2%[57.1 µM]	-16.5%[57.1 µM]	0.9%	-5.7%	-26.9%	-1.6%	-14.2%	-15.6%
COc1ccc(CC(=O)NNS(=O)(=O)c2ccc3ccccc3c2)cc1OC	-0.4%	4.9%	0.7%	-0.5%	-25.3%	-15.3%	1.5%	-0.8%	-6.2%
N/C(=N\OC(=O)/C=C/c1ccccc1)c1ccc(Br)cc1	-0.3%	4.9%[57.1 µM]	1.4%[57.1 µM]	-8.7%	4.7%	4.2%	-4.2%	-10.9%	11.4%
COc1cccc2cc(C(C)N(CCCN3CCOCC3)C(=S)Nc3c(C)cccc3C)oc12 (stereo not given)	3.2%	10.1%	1.7%	-0.5%	21.7%	-23.0%	0.0%	-0.3%	3.8%

Assay outcomes deposited in PubChem BioAssay by National Center for Advancing Translational Sciences (NCATS).
